Pf apPOL block: Pf-apPOL DNA polymerase inhibition | Recombinant Pf-apPOL, molecular beacon fluorescence, 1.5 h | inhibition, % at 10 µM | 210,000 tested, 0.25% active | AID 1794808
mHTT-CaM PPI inh: disrupts binding of mutant huntingtin to calmodulin | AlphaScreen His-mHTT/GST-CaM binding, luminescence | inhibition, % at 15 µM | 190,000 tested, 3.6% active | AID 1671202;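 note: 0% = both proteins with DMSO and 100% = one protein alone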
The depositor's hits bear a star; / = no result given; & = joins results of further samples. Cut-off read from the data, not from the text of the source: active = inhibition above about 50%; inactive = the rest.

item	SMILES	Pf apPOL block	mHTT-CaM PPI inh
1	CCc1nnc(NC(=O)c2cc(OC)c(OC)c(OC)c2Br)s1	80*	6
2	COc1ccc(CNC(=O)N2CC=C(c3cn(C)c4ncccc34)CC2)cc1	-6	13
3	COc1ccc([C@H]2[C@H]3C=CC[C@@H](C)[C@@H]3C(=O)N2Cc2ccccc2)cc1Cl	-4	46
4	CC1CCC2(CC1)NC(=O)N(CC(=O)Nc1ccc(C(F)(F)F)cc1)C2=O (stereo not drawn)	-3	-2
5	CC1C(=O)N(c2cccc(Br)c2)CCN1C(=O)Cc1ccccc1 (stereo not drawn)	0	-2
6	Cc1cc(N2CCN(C(=O)C3CCCN(c4cc(-n5ccnc5)ncn4)C3)CC2)ncn1 (stereo not drawn)	-1	13
7	CCN(C(=O)c1ccc2c(c1)N(S(C)(=O)=O)CC2)c1cccc(C)c1	2	4
8	Cc1ccc(-c2nc(C=Nc3ccc(C)c(Cl)c3)c(O)o2)cc1	-1	-2
9	COc1cc(C)c(C)cc1S(=O)(=O)Nc1ccc(Cl)c(N2CCCS2(=O)=O)c1	-4	-4
10	COc1ccc(NC(=O)c2c(C)c(C)c(C)n2Cc2cccc(F)c2)cc1	-1	-1
11	N=S(N)Cc1csc(N=C(N)N)n1 (stereo not drawn)	/	-3
12	CC1C(=O)N(c2cccc(F)c2)CCN1C(=O)Cc1ccccc1 (stereo not drawn)	-3	0
13	Cc1ccc2cc(C3CC(c4ccco4)=NN3S(C)(=O)=O)c(Cl)nc2c1 (stereo not drawn)	-2	32
14	Cc1ccnc(NS(=O)(=O)c2ccc(NC(=O)/C=C/c3ccc4c(c3)OCO4)cc2)n1	-4	11
15	CCOC(=O)C1CCN(C(=O)c2ccc(-n3nc(C)c4c3CCCC4=O)cc2)CC1	2	3
16	COc1ccccc1CNC(=O)c1cnn2c(C)c(Cc3cccc(C)c3)c(C)nc12	-17	-6
17	CCCc1nc(-c2c(C)cc(C)nc2NC(=O)c2ccc(F)cc2)no1	1	3
18	CCN(CC)c1ccc(C=Nc2cccc([N+](=O)[O-])c2C)c(O)c1	-6	-2
19	CCOc1cnn(-c2ccccc2)c(=O)c1Cl	0	-2
20	CC(=C1N=C(c2ccccc2)OC1=O)N(C)C	-4&3	/

Sorted by SMILES length (highest first): some entries from above.
item	SMILES	Pf apPOL block	mHTT-CaM PPI inh
3	COc1ccc([C@H]2[C@H]3C=CC[C@@H](C)[C@@H]3C(=O)N2Cc2ccccc2)cc1Cl	-4	46
8	Cc1ccc(-c2nc(C=Nc3ccc(C)c(Cl)c3)c(O)o2)cc1	-1	-2
12	CC1C(=O)N(c2cccc(F)c2)CCN1C(=O)Cc1ccccc1 (stereo not drawn)	-3	0
19	CCOc1cnn(-c2ccccc2)c(=O)c1Cl	0	-2
11	N=S(N)Cc1csc(N=C(N)N)n1 (stereo not drawn)	/	-3

New compounds follow
item	SMILES	Pf apPOL block	mHTT-CaM PPI inh
21	COc1cc(CN2CCOCC2)ccc1O	-3	-1
22	N#CC1=C(N)C(C#N)(C#N)C(c2cccc(F)c2)C2CCCC=C12 (stereo not drawn)	-3	23
23	CC(C)c1ccc(/C=C/C(=O)Nc2nc3ccc(S(C)(=O)=O)cc3s2)cc1	-5	10
24	O=C(CC1Sc2ccccc2NC1=O)Nc1ccc(Cl)c(C(F)(F)F)c1 (stereo not drawn)	-4	9
25	CCOc1ccc(CN2CCc3nc(N4CCN(CC)CC4)ncc3C2)cc1	-2	30
26	O=C1CC(C(=O)N2CCOCC2)CN1CCc1c[nH]c2ccc(Cl)cc12 (stereo not drawn)	2	23
27	O=C(Cc1cccs1)N1CCC(n2c(-c3ccco3)nc3cccnc32)C1 (stereo not drawn)	5	34
28	Cc1cc(O)c(CN(C)C)c2c1C(=O)C(=Cc1ccc(F)cc1)O2	-9	-5
29	CCn1c(N2CCCC(C(=O)NCc3cccc(Cl)c3)C2)cc(=O)n(C)c1=O (stereo not drawn)	2	17
30	Cc1nn(C)cc1CN(C)C(=O)c1cccc(N2CCNC(c3ccccc3)C2)n1 (stereo not drawn)	-4	1
31	Cc1ccc(C(=O)N2CCc3ccccc32)cc1Br	-6	-1
32	CCOC(=O)N1CCN(C(=O)C2CC(c3ccccc3F)=NO2)CC1 (stereo not drawn)	-3	-6
33	CCOc1nn(CC)cc1C(=O)Nc1cccc(C)c1C	10	-13
34	O=C1Oc2ccc(Br)cc2CC1C(=O)N1CCCCC1 (stereo not drawn)	-1	/
35	Cc1ccc2c(c1)N(C(=O)Nc1ccc(Cl)cc1)CCO2	-4	-4
36	CCSC1=C(C#N)C2(CCN(C)CC2)C(C#N)C(=O)N1 (stereo not drawn)	0	2
37	O=C(NC1CCCc2ccccc21)C1CCN(c2ncnc3c2nc2n3CCCCC2)CC1 (stereo not drawn)	-16	4
38	COCCNC(=O)N1CCCC(COC)C1 (stereo not drawn)	2	-6
39	O=C(Nc1ccc2c(N3CCCCC3)ncnc2c1)C1CCCO1 (stereo not drawn)	-5	0
40	C#CCCN([C@H](C(=O)OC)[C@@H](C)CC)S(=O)(=O)c1ccccc1Br	0	-2

(next part)
item	SMILES	Pf apPOL block	mHTT-CaM PPI inh
41	Cc1ccc(NC(=O)C2CC(=O)N(Cc3ccc(F)cc3)C2)cc1 (stereo not drawn)	-3	1
42	CCC(=O)Nc1cccc(-c2noc(C3CCN(C(=O)c4ccccc4C)CC3)n2)c1	-1	1
43	COc1ccc(C2C(C(=O)O)c3cc(OC)c(OC)cc3C(=O)N2C)cc1Br (stereo not drawn)	-5	3
44	Cc1cccc(-c2nc3ccccc3c(=O)n2Cc2ccccc2F)c1	-1	-10
45	CC(=O)OC(C(=O)O)c1ccccc1 (stereo not drawn)	-3&-3	/
46	Cc1ccc(-n2nc3c(c2NC(=O)c2ccc(F)cc2)CS(=O)C3)cc1 (stereo not drawn)	-3	3
47	COc1cccc2sc(N3CCN(C(=O)c4ccc(Br)s4)CC3)nc12	-23	-10
48	O=C(C1CCCCC1)N1CCN(c2ccc([N+](=O)[O-])cc2-n2cccc2)CC1	-9	/
49	COc1cccc(CN2C(=O)CCC2(C)C(=O)NC2CCCCC2)c1 (stereo not drawn)	1	0
50	O=C(CCN1C(=O)c2cccc([N+](=O)[O-])c2C1=O)Nc1cccc(Cl)c1	-10	3
51	O=C(Nc1ccc(Cl)cc1)NC1CC1	-13	-8
52	c1ccc(N2CCN(C3CCN(Cc4ccccn4)CC3)CC2)cc1	4	-6
53	CCN(CC)c1ncc2c(n1)CCC(C(=O)N1CCN(c3ccccn3)CC1)C2 (stereo not drawn)	-6	2
54	O=C1c2cccc([N+](=O)[O-])c2C(=O)N1C1CCCCCCC1	-4	3
55	CCOc1cccc(/C=C2\SC(=O)N(Cc3ccc(Cl)cc3)C2=O)c1O	-4	1
56	Clc1ccc(Nc2nc(NCC3CCCO3)nc3nccnc23)cc1 (stereo not drawn)	-18	-13
57	CCOc1ccc(CN2C(=O)CCC2(C)C(=O)NCCCOC(C)C)cc1 (stereo not drawn)	2	-3
58	O=S1(=O)CCN(Cc2ccc(NS(=O)(=O)c3cccs3)cc2)CC1	8&3	/
59	CSCc1csc(NC(=O)c2ccc(N3C(=O)CCC3=O)cc2)n1	3	-8
60	COc1ccc(-n2nc3c(c2NC(=O)c2cccs2)CS(=O)(=O)C3)cc1	-3	2

Next section
item	SMILES	Pf apPOL block	mHTT-CaM PPI inh
61	O=C(CC(Nc1ccc(Br)cc1)C(=O)O)c1ccccc1 (stereo not drawn)	-2	1
62	N#CCN1C(=O)c2ccccc2S1(=O)=O	-8	-2
63	Cc1ccc(C(=O)N2CC3CC(NS(C)(=O)=O)C2C3)cc1F (stereo not drawn)	-1	-6
64	N#CC(C(=O)N1CCCCC1)=C1N=C(NC(=O)c2ccccc2F)c2ccccc21	-20	-8
65	COc1ccccc1-c1c(C)oc2c(CN3CCCCC3C)c(O)ccc2c1=O (stereo not drawn)	-8&-8	4&0
66	CC1CCCCC12NC(=O)NC2=O (stereo not drawn)	-2	1
67	Cn1c(C2CCN(C(=O)Nc3cc(Cl)cc(Cl)c3)CC2)cc(=O)n2nccc12	0	7
68	O=C(Cn1c(=O)oc2ccccc21)N1CCN(c2ccccc2F)CC1	-5	-2
69	CC(C)c1cc(C(=O)NC2CCCCCC2)nc2ccnn12	4	-143
70	COc1ccccc1NC(=O)C1(c2ccc(OC)c(OC)c2)CCOCC1	2	0
71	Cc1ccc(C(=O)Nc2sc(C)c(C)c2C(N)=O)o1	1	2
72	COCCn1c(C(=O)Nc2ccc3c(c2)OCO3)cc2c(=O)n(C)c(=O)n(C)c21	-6	-10
73	CC(C)C[C@H]1COc2ccc(Cl)cc2S(=O)(=O)N1Cc1cn(Cc2ccc(C(F)(F)F)cc2)nn1	0	-1
74	COc1ccc(C=C2Oc3cc(OC(=O)C(C)C)ccc3C2=O)cc1	0	-1
75	CCC(=O)Nc1c2c(nn1-c1cccc(C)c1C)CS(=O)C2 (stereo not drawn)	-1	0
76	Cc1cccc(NC(=O)CN2C(=O)C(c3ccc(Cl)cc3)=NC2(C)C)c1	-5	-12
77	Cn1nc(C(=O)NCc2ccccc2)c2c1CCN(C(=O)C1CCC1)C2	-9	36
78	O=C(CSc1nnnn1-c1ccccc1)Nc1ccc(C(=O)O)cc1	-9	1
79	Cc1ccccc1CNC(=O)c1ccc(CN(c2ccccc2)S(C)(=O)=O)cc1	-12	5
80	COc1ccc(NC(=O)CSc2ncccc2C(=O)NCc2cccs2)c(OC)c1	-7	4

Further structures
item	SMILES	Pf apPOL block	mHTT-CaM PPI inh
81	Cc1ccc(O)c(NC(=O)CSc2n[nH]c(C)c2[N+](=O)[O-])c1	11	13
82	CCc1cccc(NC(=O)C2CC(=O)N(c3ccc4c(c3)CCN4C(C)=O)C2)c1 (stereo not drawn)	2	2
83	Cc1oc(C2CCN(C(=O)c3ccc(C(F)(F)F)cc3)CC2)nc1C(=O)N1CCCC1	-3	51*
84	O=c1[nH]c(-c2ccc(S(=O)(=O)O)cc2)c(-c2ccc(S(=O)(=O)O)cc2)[nH]1	-3	-1
85	COc1ccc(NC(=O)c2c(Cl)ccc(Cl)c2OC)c(OC)c1	-1	2
86	O=C(NCCCn1cccn1)C1CCN(c2nnc3ccc(Cl)cn23)CC1	-3	-4
87	CCOc1cccc(C2CC(c3ccccc3)=NC3(CCN(C(C)=O)CC3)N2)c1O (stereo not drawn)	6	21
88	Cc1cc(C)cc(NC(=O)N2CCN(Cc3nc4cccnc4n3-c3ccccc3)CC2)c1	-1	16
89	COc1cccc(N2C(=O)Nc3ccc(Br)cc3C2(O)C(=O)NC2CCCCC2)c1 (stereo not drawn)	-5	15
90	Cc1noc(-c2ccccc2Cl)c1C(=O)NCCc1ccc(F)cc1	-1	55*
91	CCNC(=O)NC1CCN(C(=O)c2ccc(F)cc2)C1 (stereo not drawn)	-4	-2
92	O=C(c1cccs1)n1c2ccc(F)cc2c2nc3ccccc3nc21	-4&-13	/
93	O=C(c1cc(Sc2ccccc2Cl)nc2ccccc12)N1CCOCC1	-2	4
94	COc1cc(/C=C2\N=C(c3ccccc3)N(c3ccccc3)C2=O)cc(OC)c1OC	-4	27
95	COc1ccccc1-c1c(O)c2ccc(O)cc2oc1=O	2	-2
96	CCCC(C)NC(=O)c1ccc(NC(C)=O)cc1 (stereo not drawn)	-4	-3
97	CSc1cccc(NC(C#N)c2ccccc2)c1 (stereo not drawn)	0	/
98	CC[C@@H]1C(c2cccc(Cl)c2)=NN(c2ccccc2)[C@H]1C(=O)N1CCOC1=O	-6	-61
99	CCN(CC)C(=O)C1CCCN(Cc2cccc(Cl)c2)C1 (stereo not drawn)	-4	-7
100	COc1ccccc1NC(=O)NCC1(c2cccs2)CCOCC1	0	-3

Compound profiles (already shown).
Profile of COc1cc(/C=C2\N=C(c3ccccc3)N(c3ccccc3)C2=O)cc(OC)c1OC = Pf apPOL block = -4; mHTT-CaM PPI inh = 27
Profile of COc1ccc(NC(=O)c2c(Cl)ccc(Cl)c2OC)c(OC)c1 = Pf apPOL block = -1; mHTT-CaM PPI inh = 2

Continued:
item	SMILES	Pf apPOL block	mHTT-CaM PPI inh
101	CS(=O)(=O)Oc1ccc2c(c1)OC(=Cc1ccncc1)C2=O	-4	0
102	CC1(C)OCC(C2OC(O)C3OC(C)(C)OC32)O1 (stereo not drawn)	/	-1
103	CN(C)c1nn(CC(=O)Nc2ccc(Br)cc2)c(=O)c2ccccc12	-4	7
104	CCOc1ccc(CN2CCCC2c2c(C)noc2C)cc1OCC (stereo not drawn)	7	0
105	CN1c2ccccc2C(C)(C)C12C=Cc1cc(Br)cc(Br)c1O2 (stereo not drawn)	/	-9
106	CCOC(=O)c1c(-c2ccc(C)cn2)csc1N	-22	/
107	COc1ccccc1-c1noc(C2CCCN2C(=O)c2ccc(C#N)cc2)n1 (stereo not drawn)	0	4
108	O=C(Nc1ccc(N2CCCN(Cc3ccccc3)CC2)nc1)c1ccccc1F	-4	10
109	COc1cc2c(C(=O)NCc3ccccn3)cn(C)c(=O)c2cc1OC	-2	-2

Single entries from above.
compound 106 in Pf apPOL block shows -22
compound 109 in Pf apPOL block shows -2
compound 102 in mHTT-CaM PPI inh shows -1
compound 108 in mHTT-CaM PPI inh shows 10
compound 101 in mHTT-CaM PPI inh shows 0
compound 103 in Pf apPOL block shows -4

Exported in transposed form: entries from further up
32. CCOC(=O)N1CCN(C(=O)C2CC(c3ccccc3F)=NO2)CC1 (stereo not drawn)
33. CCOc1nn(CC)cc1C(=O)Nc1cccc(C)c1C
34. O=C1Oc2ccc(Br)cc2CC1C(=O)N1CCCCC1 (stereo not drawn)
35. Cc1ccc2c(c1)N(C(=O)Nc1ccc(Cl)cc1)CCO2
36. CCSC1=C(C#N)C2(CCN(C)CC2)C(C#N)C(=O)N1 (stereo not drawn)
37. O=C(NC1CCCc2ccccc21)C1CCN(c2ncnc3c2nc2n3CCCCC2)CC1 (stereo not drawn)
entry no.,32,33,34,35,36,37
Pf apPOL block,-3,10,-1,-4,0,-16
mHTT-CaM PPI inh,-6,-13,/,-4,2,4

High-throughput results from PubChem BioAssay.
